# Hsp90 block: displaces geldanamycin probe from tumor Hsp90; NCI-N417 lysate Hsp90, Cy3B-geldanamycin FP displacement; inhibition, % at 30 µM; hit rate 0.35% among 64,000; AID 429;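 active means inhibition above 50%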;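 further: 0% = tracer plus lysate wells and 100% = tracer alone without lysate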
# CatL block: blocks human cathepsin L protease activity | hit rate 0.17% among 58,000 | P07711 | inhibition, %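 (tested at 10 µM)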 | purified cathepsin L, fluorogenic substrate, fluorescence; in the data active means inhibition above about 45%;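 further: 0% = enzyme with no compound and 100% = no enzyme blank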
# FXIIa inh mix: blocks human factor XIIa in pooled compound mixtures. P00748. purified FXIIa, fluorogenic substrate. inhibition, % at 5 µM. hit rate 0.2% among 62,000. AID 684;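 further: 0% = enzyme without compound and 100% = no enzyme blank; some results filed as inactive read as strong as hits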
# C1s block: blocks human complement C1s protease activity; purified C1s, fluorogenic AMC substrate, pooled mixtures; mean inhibition % of two 10-compound mixtures (hits give high values), % at 5 µM (by protocol); hit rate 0.16% among 62,000;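 active means inhibition above 20% in each of the two 10-compound mixture wells holding the compound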;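 further: 0% = enzyme wells lacking compound mixture and 100% = no-enzyme blank wells; some compounds called inactive have numbers as strong as hits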
# 5HT1a ag: 5-HT1a (human) receptor agonism; P08908; activation, % at 10 µM; CHO 5-HT1a Ga15 NFAT-bla reporter, FRET ratio; 0% basal, 100% maximal reference agonist; hit rate 0.56% among 65,000;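 active means activation above the screen-wide mean activation plus 3 SD, cut at about 19% in these data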;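 further: 0% = DMSO wells and 100% = 5-CT at EC100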
# Cdc25B inh: human M-phase inducer phosphatase 2 inhibition | P30305 | recombinant Cdc25B, OMFP fluorescence Ex485/Em525 | inhibition, %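 (compounds tested at 10 µM final in the well)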 | hit rate 0.1% among 65,000 | AID 368; in the data active means inhibition above about 50%
# Target sequence (P30305 whole entry, looked up): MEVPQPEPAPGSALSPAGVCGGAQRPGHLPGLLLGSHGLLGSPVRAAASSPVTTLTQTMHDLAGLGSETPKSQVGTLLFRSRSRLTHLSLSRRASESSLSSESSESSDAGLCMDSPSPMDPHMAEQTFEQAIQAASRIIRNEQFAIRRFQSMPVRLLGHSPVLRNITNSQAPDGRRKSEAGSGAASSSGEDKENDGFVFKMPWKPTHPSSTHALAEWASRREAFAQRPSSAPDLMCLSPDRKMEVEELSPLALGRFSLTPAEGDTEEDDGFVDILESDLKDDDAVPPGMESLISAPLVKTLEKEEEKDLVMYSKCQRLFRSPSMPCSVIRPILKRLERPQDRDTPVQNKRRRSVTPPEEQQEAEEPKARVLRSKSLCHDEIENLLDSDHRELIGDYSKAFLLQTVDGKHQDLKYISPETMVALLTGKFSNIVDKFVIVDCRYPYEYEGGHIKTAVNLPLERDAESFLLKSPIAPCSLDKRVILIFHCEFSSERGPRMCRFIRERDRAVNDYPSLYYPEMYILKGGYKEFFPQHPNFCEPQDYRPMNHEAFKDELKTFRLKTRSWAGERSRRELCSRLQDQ
# FXIa inh mix: blocks human factor XIa in pooled compound mixtures; purified FXIa, fluorogenic substrate; inhibition, % at 5 µM; hit rate 0.19% among 62,000;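 further: each value is inhibition by a whole ten-compound pool holding the compound; 0% = enzyme with no mixture and 100% = wells lacking enzyme; strong numbers were not always called active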
# CatG inh: blocks human cathepsin G enzyme activity. purified enzyme, AMC-tetrapeptide fluorescence, pooled mixtures. inhibition, % at 5 µM (by protocol). hit rate 0.2% among 62,000. AID 581;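 active means inhibition above 20% in each of the two mixture wells holding the compound; inactive means inhibition of 20% or less in either well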;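 further: 0% = enzyme control without mixture and 100% = blank lacking enzyme; strong numbers were not always called active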
# MKP-1 inh: human dual specificity phosphatase 1 inhibition | recombinant MKP-1, OMFP hydrolysis fluorescence | inhibition, %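 (compounds tested at a single concentration somewhere between 10 and 100 µM)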 | hit rate 0.15% among 65,000;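 active means inhibition above about 50%, limit read from the data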;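 further: 0% = DMSO max control wells and 100% = wells with enzyme stopped by NaOH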
# Target sequence (P28562 whole entry, looked up): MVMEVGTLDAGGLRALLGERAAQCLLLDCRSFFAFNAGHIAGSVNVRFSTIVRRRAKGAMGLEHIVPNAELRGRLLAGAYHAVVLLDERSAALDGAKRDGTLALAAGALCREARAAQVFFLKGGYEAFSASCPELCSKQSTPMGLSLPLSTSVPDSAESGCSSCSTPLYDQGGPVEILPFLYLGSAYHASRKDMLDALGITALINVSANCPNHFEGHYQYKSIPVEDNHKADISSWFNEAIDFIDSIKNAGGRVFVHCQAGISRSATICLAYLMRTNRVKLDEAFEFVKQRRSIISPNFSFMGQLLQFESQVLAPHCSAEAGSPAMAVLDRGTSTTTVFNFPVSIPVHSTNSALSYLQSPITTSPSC
# * hit, by the source's call; / = no result given. Unless noted, no stated cut-off is given here; in the data, active means inhibition above about 20% (passing the limit was not always enough); inactive means the rest.
SMILES,Hsp90 block,CatL block,FXIIa inh mix,C1s block,5HT1a ag,Cdc25B inh,FXIa inh mix,CatG inh,MKP-1 inh
Cc1occc1-c1nnc(SCC(=O)NC(=O)NC(C)C)n1N,-0.7,6.2,-12.8,-11.4,-0.6,5.0,6.9,6.1,25.6
COc1cc(OC)cc(C(=O)NC2CCSC2=O)c1 (configuration not stated),-4.6,-5.1,0.4,-35.3,2.3,-14.6,-2.4,-5.0,-20.5
COCCNC(=O)CSc1nc2ccccc2c(=O)n1CCCC(=O)NCc1ccccc1,-4.0,0.8,14.0,-33.6,26.4*,-16.0,-27.4,-10.5,2.9
CSc1nnc(C2CCCN2)n1C (configuration not stated),/,10.1,12.3,11.2,0.8,-4.8,4.6,8.9,0.3
O=C(CC1SC2=NCCN2C1=O)Nc1ccc(Br)cc1 (configuration not stated),-3.2,/,1.1,-22.8,-4.0,-4.9,-4.8,-0.9,23.5
CCN1CCN(Cc2nc3c(c(=O)n(C)c(=O)n3C)n2CC(=O)c2ccccc2)CC1,-1.9,-2.5,15.8,12.5,-1.5,-0.9,7.9,4.5,1.3
O=C(CCS(=O)(=O)c1cccc2nonc12)Nc1cccc2c1CCCC2,-1.1,12.1,1.9,-1.3,-1.9,-11.3,0.8,2.3,4.9
Cc1ccc(-c2noc(CN3CCN(Cc4ccccc4)CC3)n2)cc1,-10.1,/,/,/,-2.6,-18.5,/,/,-0.7
O=C(C1CCN(S(=O)(=O)N2CCOCC2)CC1)N1CCc2ccccc21,1.0,0.7,10.4,1.6,-1.9,-0.4,13.4,0.4,8.3
CCc1c(C)nc2cc(-c3cccs3)[nH]n2c1=O,-3.7,-0.8,0.4,12.2,-3.6,-13.1,7.0,6.7,6.3
Cc1cc(C)n(C(=O)CNC(=O)COc2ccccc2)n1,-3.3,-4.5,-0.7,13.3,-1.9,-2.8,6.9,8.8,-9.3
COCCNc1nc(SCC(=O)N2CCN(c3ccccc3OC)CC2)nc2ccccc12,-3.4,-5.5,-15.9,4.8,-3.2,-13.4,30.6,4.8,11.1
CCC(=O)Nc1c2c(nn1-c1ccc(C)cc1C)CSC2,0.2,3.6,8.1,13.4,-4.5,-11.4,7.7,8.3,7.1
COc1cccc(NC(=O)c2oc3ccccc3c2NC(=O)C2CC2)c1,-0.9,13.6,2.1,-2.0,-1.4,-1.0,1.5,9.9,-13.2
CCN(Cc1ccccc1)Cc1c(F)cccc1F,-0.4,/,4.2,30.0,-2.2,-17.0,5.4,-1.2,-5.3
COC(=O)c1ccc(NC(=O)CSc2nnc(COc3ccccc3)n2C)cc1,1.9,/,-0.5,-219.1,-1.5,-10.8,-30.9,-13.8,2.4
O=c1c2c3c(sc2n2cnnc2n1CCc1ccccc1)CCCC3,1.7,-1.4,5.8,-3.3,-0.3,-10.4,-2.9,7.0,14.6
COCC(C)NC(=O)NC1(C(F)(F)F)Oc2ccc(Cl)cc2O1 (configuration not stated),/,-11.5,3.8,-38.9,-1.7,1.7,0.4,1.5,7.6
CCc1nc2oc3cc(OC)ccc3c(=O)c2c(=O)n1Cc1ccco1,-10.7,-0.6,2.7,14.2,1.5,-4.9,3.8,-3.1,-22.1
O=S(=O)(c1cccc2nsnc12)N1CCOCC1,-1.8,7.3,9.7,3.6,-2.2,-13.0,9.2,10.7,-4.8
CN(CC(=O)Nc1ccncc1)S(=O)(=O)c1ccccc1,-7.4,-4.9,7.0,-18.4,-2.9,-8.3,0.3,2.0,-1.2
CCOc1cccc2cc(C(=O)N3CCc4ccccc4C3)c(=O)oc12,-6.5,-2.2,9.9,8.0,-3.6,-1.3,14.3,4.3,23.2
Cc1ccccc1C(=O)NC1CCN(Cc2nnnn2CCc2ccccc2)CC1,2.4,27.7,4.5,2.2,-1.3,-8.3,6.7,-1.1,-1.0
CCOc1ccc(-c2[nH]nc3c2C(c2ccc(O)cc2)C(C#N)=C(N)O3)cc1 (configuration not stated),-3.9,6.7,-12.3,0.8,-1.8,-1.2,3.0,27.8,-15.1
COc1ccc(C/C(N)=N/n2cnnc2)cc1,-0.4,3.3,6.7,2.5,-0.7,-2.0,7.4,10.3,-2.3
COc1ccccc1Oc1coc2cc(O)ccc2c1=O,2.8,3.6,7.7,-14.3,-2.8,-7.5,-4.6,-3.7,-6.3
Cc1nnc2ccc(N3CCCC3)nn12,-4.5,-6.4,0.7,-60.9,0.5,-11.6,-11.3,-7.0,0.3
CCOC(=O)/C(C(N)=NC)=C(\O)c1ccccc1,-5.7,/,5.3,11.3,2.1,-1.8,5.5,6.6,-2.7
CCCn1nc(-c2ccccc2)c2nc3ccccc3nc21,-3.4,-16.8,1.5,11.3,-2.5,-0.6,5.1,10.6,3.0
COc1ccc(OC)c(-c2cc(C(=O)Nc3c(C)nn(Cc4ccccc4)c3C)no2)c1,-3.0,2.6,8.8,-18.2,2.1,-6.7,20.3*,50.2*,9.7

# A draw from above in order of SMILES length, ascending.
SMILES,Hsp90 block,CatL block,FXIIa inh mix,C1s block,5HT1a ag,Cdc25B inh,FXIa inh mix,CatG inh,MKP-1 inh
Cc1nnc2ccc(N3CCCC3)nn12,-4.5,-6.4,0.7,-60.9,0.5,-11.6,-11.3,-7.0,0.3
O=S(=O)(c1cccc2nsnc12)N1CCOCC1,-1.8,7.3,9.7,3.6,-2.2,-13.0,9.2,10.7,-4.8
COc1cc(OC)cc(C(=O)NC2CCSC2=O)c1 (configuration not stated),-4.6,-5.1,0.4,-35.3,2.3,-14.6,-2.4,-5.0,-20.5
CCCn1nc(-c2ccccc2)c2nc3ccccc3nc21,-3.4,-16.8,1.5,11.3,-2.5,-0.6,5.1,10.6,3.0
O=C(CC1SC2=NCCN2C1=O)Nc1ccc(Br)cc1 (configuration not stated),-3.2,/,1.1,-22.8,-4.0,-4.9,-4.8,-0.9,23.5
COCC(C)NC(=O)NC1(C(F)(F)F)Oc2ccc(Cl)cc2O1 (configuration not stated),/,-11.5,3.8,-38.9,-1.7,1.7,0.4,1.5,7.6
COc1cccc(NC(=O)c2oc3ccccc3c2NC(=O)C2CC2)c1,-0.9,13.6,2.1,-2.0,-1.4,-1.0,1.5,9.9,-13.2
Cc1ccccc1C(=O)NC1CCN(Cc2nnnn2CCc2ccccc2)CC1,2.4,27.7,4.5,2.2,-1.3,-8.3,6.7,-1.1,-1.0
O=C(C1CCN(S(=O)(=O)N2CCOCC2)CC1)N1CCc2ccccc21,1.0,0.7,10.4,1.6,-1.9,-0.4,13.4,0.4,8.3
CCOc1ccc(-c2[nH]nc3c2C(c2ccc(O)cc2)C(C#N)=C(N)O3)cc1 (configuration not stated),-3.9,6.7,-12.3,0.8,-1.8,-1.2,3.0,27.8,-15.1
CCN1CCN(Cc2nc3c(c(=O)n(C)c(=O)n3C)n2CC(=O)c2ccccc2)CC1,-1.9,-2.5,15.8,12.5,-1.5,-0.9,7.9,4.5,1.3

# Remaining list, next part:
SMILES,Hsp90 block,CatL block,FXIIa inh mix,C1s block,5HT1a ag,Cdc25B inh,FXIa inh mix,CatG inh,MKP-1 inh
COc1ccc(OC)c(C2=NOC(C(=O)Nc3cc(C)nn3-c3ccccc3)C2)c1 (configuration not stated),-2.0,26.1,0.7,38.3,-0.8,-3.9,8.9,5.9,-6.6
CCc1ccc2[nH]c(=O)c(CN(CCN(CC)CC)C(=O)NC3CCCCC3)cc2c1,-5.8,-2.7,6.8,10.0,-2.5,-14.5,15.5,9.5,11.0
O=C(Nc1ccc2c(c1)OCO2)C(c1ccccc1)N1CCCCC1 (configuration not stated),-2.8,0.3,-0.8,9.4,-1.9,5.2,11.3,4.5,9.3
O=C1Nc2ccccc2N=C(c2ccccc2)C1N1CCOCC1 (configuration not stated),7.7,/,-22.2,8.8,-1.7,6.4,14.8,11.4,1.4
COc1ccc(C(=O)Nc2ccc3c(c2)nc2n3CCSC2)cc1,-3.7,-3.8,11.4,16.5,-2.0,-26.7,9.5,8.6,-2.8
COc1ccccc1OCc1ccc(C(=O)n2nc(C)c(Cl)c2C)o1,0.2,23.5,-9.0,-2.2,-0.2,-3.8,19.4,5.6,5.2
CCC(=Nc1ccc(Cc2ccncc2)cc1)c1c(O)n(C)c(=O)n(C)c1=O,-3.6,3.1,3.7,-0.5,-1.2,5.3,0.0,-1.1,-2.7
CC(=O)N1CCc2cc(S(=O)(=O)NCCC(=O)N3CCc4ccccc4C3)ccc21,-4.7,24.1,10.3,-16.4,-0.7,-2.5,-9.6,1.8,27.6
O=C(Nc1ccc2c(c1)OCO2)C1CCN(C(=O)c2cccs2)CC1,0.9,3.2,5.6,-9.0,-1.9,-4.2,14.7,1.0,-0.4
CCCOc1ccc(C2c3c(oc4ccccc4c3=O)C(=O)N2CCCN2CCOCC2)cc1 (configuration not stated),-3.2,-1.8,6.7,-30.3,-0.8,-1.1,-9.8,2.9,7.6
O=C(O)c1cccnc1SC1CC(=O)N(Cc2ccccc2)C1=O (configuration not stated),-5.6,-0.2,8.2,-5.3,-0.8,-5.2,16.2,-5.7,8.0
Cc1ccc(C(=O)CSc2nnc(-c3ccccc3N)n2C)cc1,-0.8,0.2,-16.1,-111.7,-2.7,-6.4,-13.3,-18.6,6.0
CCCCOc1ccc(C(=O)CCNC(C(=O)O)C(C)CC)cc1 (configuration not stated),-2.4,1.0,7.3,2.8,8.4,-18.7,6.8,4.1,5.8
CC(c1ccccc1)N1CC(C(=O)N2CCN(c3ccccc3)CC2)CC1=O (configuration not stated),-2.9,-0.8,7.2,-8.6,1.9,-3.5,10.0,-2.5,8.4
CCCOC(=O)c1cc(=O)[nH]c2ccccc12,-2.6,/,/,/,-2.8,4.4,/,/,-3.6
CCn1c(C(=O)N2CCC(C(=O)NCc3cccs3)CC2)cc2sccc21,-0.1,/,7.2,-21.5,-1.1,-13.7,3.6,0.0,0.0
CCCOc1ccc(/C(O)=C2/C(=O)C(=O)N(CCN(C)C)C2c2ccco2)cc1 (configuration not stated),/,5.2,2.8,7.2,1.1,-16.0,3.0,9.8,12.3
COc1ccc(OC)c(S(=O)(=O)N2c3ccccc3CC2C)c1 (configuration not stated),-2.9,-13.2,1.8,-30.0,-3.1,-1.5,-15.0,-17.0,-1.6
Cc1ccc(-n2c(C)cc(C)c(C#N)c2=O)cc1,-11.0,/,/,/,2.4,7.0,/,/,-2.2
O=C(CS(=O)(=O)c1c[nH]c2ccccc12)N1CCCCC1,/,-3.6,11.5,-42.6,-0.9,-11.8,-1.4,-0.2,2.5
Cc1ccc(S(=O)(=O)N(C)Cc2nc(-c3ccc(Br)cc3)no2)cc1,-4.6,/,5.9,-1.3,1.6,-8.7,7.0,7.1,12.1

# Screening results from PubChem BioAssay.
